# GPR151 activ = activators of human GPR151, primary screen, cell-based, PathHunter beta-arrestin, luminescence. PathHunter beta-arrestin GPR151 cells. activation, % at 11.2 µM. 650,000 tested, 1% active; in the data active = activation above about 4.9%;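 also: 0% = median of compound wells and 100% = cells with positive control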
# Target sequence (Q8TDV0 whole entry, looked up): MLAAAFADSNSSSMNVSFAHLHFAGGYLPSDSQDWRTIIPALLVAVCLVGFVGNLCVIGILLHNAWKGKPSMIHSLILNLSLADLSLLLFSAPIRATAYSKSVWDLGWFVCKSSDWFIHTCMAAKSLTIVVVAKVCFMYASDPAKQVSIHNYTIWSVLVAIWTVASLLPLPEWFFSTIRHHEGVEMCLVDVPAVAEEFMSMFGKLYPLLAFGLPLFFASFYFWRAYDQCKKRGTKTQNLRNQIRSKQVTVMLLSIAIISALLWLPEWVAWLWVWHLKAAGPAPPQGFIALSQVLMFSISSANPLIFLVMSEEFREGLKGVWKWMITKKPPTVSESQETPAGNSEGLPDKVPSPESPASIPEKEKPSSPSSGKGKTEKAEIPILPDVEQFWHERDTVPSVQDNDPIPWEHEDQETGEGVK
# TEAD-YAP inh = TEAD-YAP interaction inhibition, primary screen, TEAD-YAP interaction inhibitor project, luminescence, HEK-TIYL cells; TEAD-Gal4/YAP UAS-luciferase luminescence; inhibition, % at 9.12 µM; 640,000 tested, 1.4% active; in the data active = inhibition above about 32%;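 also: 0% = median of test compound wells and 100% = reference inhibitor wells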
# FBW7 activator = FBW7 E3 ligase activators, primary screen, biochemical, AlphaScreen, human; F-box/WD repeat-containing protein 7 (Homo sapiens), Q969H0; AlphaScreen FBW7–phospho-cyclin E peptide binding, activator screen; normalized activity (activation), % at 26.1 µM; 650,000 tested, 0.13% active; AID 1259310, 2017; in the data active = normalized activity above about 1.9%;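 also: purified mutant Fbw7 with reduced substrate affinity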
# MITF primary = MITF inhibitors, primary screen, biochemical, AlphaScreen, human. Microphthalmia-associated transcription factor (Homo sapiens), O75030. AlphaScreen MITF homodimerization, bead proximity signal. inhibition, % at 2.6 µM. 650,000 tested, 0.91% active. AID 1259374, 2018; in the data active = inhibition above about 50%;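 also: 0% = vehicle wells with protein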
# Target sequence (O75030 whole entry, looked up): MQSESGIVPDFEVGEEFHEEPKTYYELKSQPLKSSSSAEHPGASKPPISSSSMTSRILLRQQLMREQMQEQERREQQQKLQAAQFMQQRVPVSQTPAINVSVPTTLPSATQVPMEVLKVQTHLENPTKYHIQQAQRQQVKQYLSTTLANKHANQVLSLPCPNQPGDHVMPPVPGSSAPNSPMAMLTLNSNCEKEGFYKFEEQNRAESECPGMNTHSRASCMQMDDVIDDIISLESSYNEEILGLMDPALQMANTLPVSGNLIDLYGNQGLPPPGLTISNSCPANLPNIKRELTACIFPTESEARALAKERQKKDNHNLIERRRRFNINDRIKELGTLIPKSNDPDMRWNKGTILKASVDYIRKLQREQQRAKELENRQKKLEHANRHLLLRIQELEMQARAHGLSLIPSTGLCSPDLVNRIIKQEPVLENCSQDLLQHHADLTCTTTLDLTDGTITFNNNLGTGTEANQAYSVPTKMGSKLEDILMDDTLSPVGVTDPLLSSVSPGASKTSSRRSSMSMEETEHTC
# * marks the source's active call; other numbers are inactive results.
SMILES	GPR151 activ	TEAD-YAP inh	FBW7 activator	MITF primary
CCOc1ccc(CN2CCC(n3nccc3NC(=O)C3CC3)CC2)cc1CO	-2.0	-7	0.1	6
O=C(NCc1ccccc1)c1cccc(N2CCOCC2)n1	-1.3	2	0.1	13
COc1ccc(NC(=O)Oc2ccccc2C)cc1	-1.2	-16	0.1	-2
COc1ccc(C(=O)Nc2ccc(Cl)cc2Cl)cc1	-0.2	-52	-0.1	5
COCCN(Cc1ccc(OCC(O)CN2CCc3ccccc3C2)cc1)C(C)C (stereo not given)	-0.7	0	0.0	-12
CCOc1ccc(C(=O)c2nc3c(n2O)CCCC3)cc1	-0.1	-12	-0.4	10
CCN(CC)S(=O)(=O)c1ccc(-c2csc(=Nc3ccc(F)cc3)n2CCO)cc1	1.2	46*	-0.2	22
COc1cccc(OC)c1C(=O)N1CCN(C(=O)Cc2ccccc2)CC1	2.5	3	-0.1	-1
CCOc1ccc(CCNC(=O)C2CC(=O)N(C3CCCC3)C2)cc1OCC (stereo not given)	-0.2	-13	0.1	-3
Cc1cccc(OCCOc2ccccc2C=O)c1	2.9	-18	0.1	-9
CC1=C(C(=O)Nc2ccc(C)cc2C)C(c2cccs2)n2nnnc2N1 (stereo not given)	0.2	2	-0.2	23
O=C(CCNC(=O)Cn1cnc2sc3c(c2c1=O)CCCC3)NCc1cccnc1	1.5	-2	0.1	-7
COc1cccc(NC(=O)CSc2nnc(CNc3ccc(C)cc3)n2C)c1	3.0	-3	-0.1	-7
CC(Oc1ccc(C(C)(C)C)cc1)C(=O)N1CCN(c2ccccn2)CC1 (stereo not given)	2.7	-4	0.0	6
CCN1C(=O)c2cccc3c(S(=O)(=O)Nc4ccc(NC(C)=O)cc4)ccc1c23	0.6	18	0.4	14
CC(=O)Nc1ccc([N+](=O)[O-])c(OC(F)F)c1	0.4	14	-0.1	0
COc1ccc(C2C(C#N)=C(N)Oc3c2c(C)nn3-c2ccccc2)cc1OC (stereo not given)	0.9	-2	-0.5	1
CCCNS(=O)(=O)c1ccc(OCC(=O)O)c(Cl)c1	-0.2	-3	0.1	-2
Cc1cccc(CSCc2nnc(NC(=O)Nc3ccccc3)s2)c1	0.9	2	-0.2	6
Cc1cncc(NCc2cccc(-n3cc(NC(=O)Nc4ccccc4Cl)cn3)c2)c1	-0.5	2	0.0	10
Cc1sc2nc(C3CC3)n(C3CCN(C(=O)Cc4ccc(F)cc4)CC3)c(=O)c2c1C	2.1	-9	0.0	-1
Nc1ccc(S(=O)(=O)N2CCCC(C(=O)O)C2)cc1 (stereo not given)	0.8	7	0.0	10
C=CCn1c(=O)c(C#N)cc2c(=O)n3ccccc3nc21	0.7	3	-0.1	8
CCc1cccc(OCC(=O)Nc2c[nH]c(=O)[nH]c2=O)c1	0.0	-9	0.1	10
CCOC(=O)C(O)(c1ccc(NC(=O)c2cccs2)cc1)C(F)(F)F (stereo not given)	-0.6	-19	-0.1	1
Cn1c(=NC(=O)CCSc2ccccc2)sc2cc(Cl)ccc21	0.0	2	0.0	8
CN1c2ccccc2-c2ccccc2C12C=Cc1ccccc1O2 (stereo not given)	1.9	-4	-0.1	9
COc1ccc(-c2nc(P(=O)(OC)OC)c(NCc3ccco3)o2)cc1	-1.3	0	0.0	-6
CN(C)C(=O)c1nc2ccc(Cl)cn2c1CN1CCCC(OCc2cccnc2)C1 (stereo not given)	-0.4	5	0.1	4
COCCNC(=O)c1nn2c(C(F)(F)F)cc(-c3ccc(Br)cc3)nc2c1Cl	0.0	8	0.5	9
CC(C)(C)C(=O)COC(=O)c1cccc(N2C(=O)c3ccccc3C2=O)c1	-0.2	1	0.0	53*
Cc1c(Br)c([N+](=O)[O-])nn1CC(=O)Nc1ccc(C(N)=O)cc1	0.7	0	0.2	2
CCOC(=O)CN1C(=O)S/C(=C/c2ccc(C)cc2)C1=O	-2.0	5	0.1	6
CSc1ccccc1C(=O)NCCc1ccccc1	-0.1	-10	0.0	3
C=CCNC(=O)COc1cc(C)c(Br)c(C)c1	0.0	-10	-0.2	-10
N#Cc1cc(C#N)c(SCC(=O)Nc2ccccc2F)nc1N	-0.1	-16	0.1	21

# As entered above.
# `CC(C)(C)C(=O)COC(=O)c1cccc(N2C(=O)c3ccccc3C2=O)c1` in MITF primary: 53*
# `C=CCNC(=O)COc1cc(C)c(Br)c(C)c1` in TEAD-YAP inh: -10
# `COc1ccc(-c2nc(P(=O)(OC)OC)c(NCc3ccco3)o2)cc1` in GPR151 activ: -1.3
# `CCOC(=O)C(O)(c1ccc(NC(=O)c2cccs2)cc1)C(F)(F)F` (stereo not given) in TEAD-YAP inh: -19
# `Cc1c(Br)c([N+](=O)[O-])nn1CC(=O)Nc1ccc(C(N)=O)cc1` in MITF primary: 2
# `CCOC(=O)CN1C(=O)S/C(=C/c2ccc(C)cc2)C1=O` in GPR151 activ: -2.0
# `COCCNC(=O)c1nn2c(C(F)(F)F)cc(-c3ccc(Br)cc3)nc2c1Cl` in TEAD-YAP inh: 8

# (list continues)
SMILES	GPR151 activ	TEAD-YAP inh	FBW7 activator	MITF primary
COc1ccc(Cn2c(CCC(=O)NCc3ccccc3)nc3cccnc32)cc1	-0.8	7	0.1	11
Cc1cccc(Cn2cnc3c(cnn3C(C)(C)C)c2=O)c1	-0.5	-9	-0.1	2
O=C(NC(Cc1ccccc1)C(=O)O)/C(=C\c1ccco1)NC(=O)c1ccco1 (stereo not given)	0.4	0	-0.1	7
COc1cc(Cl)cc(/C=C2\SC(=S)NC2=O)c1O	1.1	7	0.5	25
O=C(N/N=C/c1ccncc1)c1cc(-c2cccs2)[nH]n1	0.8	-14	0.0	6
COc1cc(=O)n2c(c1C(=O)NCc1ccco1)CCN(C(=O)CC1=CCCCC1)CC2	-0.8	12	0.6	-3
COc1cc(C(=O)Oc2ccc(N(C)C3=NS(=O)(=O)c4ccccc43)cc2)cc(OC)c1OC	0.5	-2	0.1	0
O=C(C1CCCN1S(=O)(=O)c1ccc(Cl)cc1)N1CCc2ccccc2C1 (stereo not given)	4.6	12	-0.1	-4
CC1CCCCN1Cc1c(C#N)c2ccccc2n1C (stereo not given)	2.5	-1	-0.3	-14
COc1ccc(NS(=O)(=O)c2ccc3c(c2)oc(=O)n3C)cc1	2.8	-2	-0.1	-8
COc1ccc(CNc2ccnc(-c3ccccc3)n2)cc1	-0.2	21	0.1	-6
CCOc1cccc(/C=C2/NC(=O)N(c3cccc(Cl)c3)C2=O)c1O	-3.6	-76	0.3	5

# Compound profiles, as listed above. Values in the order: GPR151 activ	TEAD-YAP inh	FBW7 activator	MITF primary
# COc1ccc(Cn2c(CCC(=O)NCc3ccccc3)nc3cccnc32)cc1 in the list: -0.8	7	0.1	11
# CC1CCCCN1Cc1c(C#N)c2ccccc2n1C (stereo not given) in the list: 2.5	-1	-0.3	-14
# COc1ccc(CNc2ccnc(-c3ccccc3)n2)cc1 in the list: -0.2	21	0.1	-6

# Next part
SMILES	GPR151 activ	TEAD-YAP inh	FBW7 activator	MITF primary
CC(C)(C)c1ccc(-c2noc(-c3ccncc3)n2)cc1	2.1	-77	0.1	16
CC(/C=C1\N=C(c2ccc3c(c2)OCO3)OC1=O)=C\c1ccc(/C=C(C)/C=C2\N=C(c3ccc4c(c3)OCO4)OC2=O)cc1	-0.9	7	0.4	8
CCOC(=O)c1sc(NC(=O)c2ccccc2OC)c(C#N)c1C	-0.5	-10	-0.2	5
CC(=O)Nc1ccccc1O[C@@H]1O[C@H](CO)[C@@H](O)[C@H](O)[C@H]1NC(C)=O	-0.7	-1	-0.1	2
Cc1ccc(S(=O)(=O)Nc2ccncc2)c(C)c1C	-0.1	11	-0.1	7
Cc1n[nH]c(=O)nc1NC(C)c1ccccc1 (stereo not given)	-1.1	2	0.1	26
COc1ccccc1Cn1c(SCC(=O)c2ccccc2)nc2ccc(Br)cc2c1=O	1.3	3	0.5	14
COc1cc(C(=O)N(CCN(C)C)c2nc3c(OC)ccc(Cl)c3s2)cc(OC)c1OC	-1.3	10	0.0	15
CC(=O)CC(=O)Nc1cccc(C)n1	2.2	-3	-0.1	-1
O=C(Nc1ccc(F)cc1)c1ccc(CNc2nc(=S)[nH]c3ccccc23)cc1	-2.6	-7	-0.1	-3
CC(C)(C)c1ccc(C2=N/C(=C/c3ccc(Cl)c(Cl)c3)C(=O)O2)cc1	-0.6	10	0.8	5
CC(C)NC(=O)CCS(=O)(=O)c1ccc(Br)s1	1.5	0	0.0	-8
CCOC(=O)c1c(C)oc2ccc(N(C(C)=O)S(=O)(=O)c3ccc(F)cc3C)cc12	-0.6	1	0.5	4
CCN(CC)CCN1C(=O)c2ccccc2NC1c1ccccc1F (stereo not given)	-0.2	8	0.0	3
Cc1c(C(=O)c2ccccc2)c2ccccn2c1CCC#N	1.2	-9	0.0	6
CC(=O)Nc1ccc(NC(=O)c2cnc(N3CCCC3CO)s2)cc1 (stereo not given)	-1.0	1	-0.1	-1
COc1ccc(-c2nc(NCCN3CCOCC3)c3ncn(Cc4ccc(C(F)(F)F)cc4)c3n2)cc1	0.5	-4	0.6	8
O=C(OCC1CCCN2CCCCC12)c1ccc([N+](=O)[O-])cc1 (stereo not given)	0.5	0	0.0	3
Cc1c(C)n2c3c(=O)n(C)c(=O)n(C)c3nc2n1C	0.1	8	-0.1	-4
COC(=O)c1ccccc1-c1ccc(/C=C2/C(=O)N(c3ccccc3)N=C2C)o1	0.5	5	-1.2	25
COc1cccc2sc(N(Cc3cccnc3)C(=O)C3CCCN3S(C)(=O)=O)nc12 (stereo not given)	0.9	3	0.0	-2
Cc1[nH]c2ccccc2c1CC(=O)N1CCC[C@@H]2CN(Cc3ccsc3)CC[C@H]21	-0.5	-2	0.0	-5
CCOC(=O)C(=CNc1cc2[nH]c(C)c(C)c2cc1OC)C(=O)OCC	1.1	3	0.0	1
CC(=O)C1=C(O)C=C(c2ccc(C)o2)CC1c1ccccc1 (stereo not given)	-0.1	-7	-0.1	-11
O=C(CSc1nc2ccsc2c(=O)n1CCc1ccc(Cl)cc1)Nc1nccs1	-0.8	-1	-0.1	-2
O=c1n(Cc2ccncc2)c2cccnc2n1Cc1cccs1	0.8	-1	0.2	7
COC(=O)Cc1ccc(NC(=S)NC2CCCC2)cc1	-0.1	-11	-0.1	6
Cc1ccc(S(=O)(=O)N2CCCC2CNC(=O)C(=O)Nc2cccc(C)c2)cc1 (stereo not given)	-0.3	6	-0.2	-3
Cc1noc(C)c1CCC(=O)N[C@@H](Cn1nc(-c2cccs2)ccc1=O)C(C)C	0.1	-1	-0.2	-4
O=C(CSc1nc2ccccc2c(=O)n1CCCN1CCN(c2cccc(Cl)c2)CC1)c1ccc(F)cc1	-0.9	-6	0.3	13
Cc1ccc(N2C(=O)SC(N(CC(N)=O)c3cccc(C)c3)C2=O)cc1 (stereo not given)	-0.2	6	-0.1	10
COCCNc1nc2c(c(=O)n(Cc3cccc(Br)c3)c(=O)n2C)n1C	0.5	3	0.0	13
COc1ccc(-n2cc(C(=O)N3CC(C)CC(C)C3)c3ccccc3c2=O)cc1 (stereo not given)	0.5	8	0.3	14
COc1ccc(NC(=O)CCN2CCN(C=O)CC2)cc1	-1.3	6	0.3	10
Cc1ccc2c(COC(=O)CNC(=O)c3ccccc3)cc(=O)oc2c1C	-0.4	-9	0.0	-1
Cn1cc(CN2CCCC(C(=O)Nc3ccc(-c4cscn4)cc3)C2)cn1 (stereo not given)	-1.2	7	0.1	0
COc1ccc2c(=O)c(-c3ccccc3)c(C(F)(F)F)oc2c1C	0.1	7	0.1	8
CCNCC(=O)Nc1ccccc1OC	2.8	-6	0.1	-11
COC(=O)c1ccc(N2C(=O)C3CCCCC3C2=O)cc1 (stereo not given)	2.4	-1	0.3	15
CS(=O)(=O)N(Cc1ccccc1)c1ccc(C(=O)Nc2ccc(C(N)=O)cc2)cc1	2.1	-8	0.0	-6
O=C(C1CCN(S(=O)(=O)N2CCOCC2)CC1)N1CCN(c2ncccn2)CC1	-0.8	-5	-0.1	-8
COc1ccc(OC)c(-c2cn3c4c(nnc3n2)CCCC4)c1	-0.9	-13	0.7	9
O=C(Nc1ccccc1Cl)c1ccccc1Nc1nc(-c2ccccc2)cs1	-1.0	-2	-0.2	-6
CCOC(=O)CN1C(=O)SC(CC(=O)Nc2nccs2)C1=O (stereo not given)	-0.5	15	0.1	8
Cc1cc(C)c(NC(=O)COc2ccc(Br)cc2)c(C)c1	-1.2	26	0.1	9
CNCCC(Oc1ncccc1C(F)(F)F)c1ccccc1 (stereo not given)	-2.2	2	0.3	34
Cc1nn(-c2cc(Cl)ccc2N)c(=O)c2ccccc12	-0.9	8	0.1	8
CCC(=O)N(CCc1ccccc1)C1=C(Cl)C(=O)c2ccccc2C1=O	-1.2	1	-0.2	1
CCOc1ccccc1N(C)S(=O)(=O)c1ccc2[nH]cc(C(=O)NCC3CCCO3)c(=O)c2c1 (stereo not given)	0.6	-9	0.3	12
CC(NC(=O)/C(C#N)=C/C=C/c1ccccc1[N+](=O)[O-])c1ccccc1 (stereo not given)	1.7	4	-0.1	3
C=CCN(c1ccc(C(=O)Nc2ccccc2SC)cc1)S(C)(=O)=O	0.4	10	0.1	5

# Bioassay records (PubChem BioAssay)
